# High-throughput results deposited in PubChem BioAssay by National Center for Advancing Translational Sciences (NCATS).
# NPSR antag: neuropeptide S receptor (human) antagonism, cAMP; AID 1461; Q6W5P4; Potency, µM (titrated, usually from 38.3 µM), for the others: top-dose activity change, negative = inhibition, hits mostly inhibitors; 220,000 tested, 1% active; CHO-NPSR cells, cAMP TR-FRET, antagonist mode; further: potency means the concentration at half of the fitted maximal effect; on the % scale 0 is the no-effect control and ±100 the full control effect; nearly all actives have a fitted effect of over 50% in size; many of its hits are not listed in these tables
# aGal spleen mod: alpha-galactosidase A (human) modulation | P06280 | human spleen homogenate, 4MU-alpha-Gal fluorescence, 40 min | Potency, µM (titrated, usually from 80 µM), without a hit: at the highest dose activity change, negative = inhibition, usual class: inhibitors | 240,000 tested, 0.008% active | AID 2107;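 further: potency means the concentration at half of the fitted maximal effect; 0% = enzyme with vehicle and -100% = no enzyme basal signal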
# Target sequence (P06280 32-429 limits assumed): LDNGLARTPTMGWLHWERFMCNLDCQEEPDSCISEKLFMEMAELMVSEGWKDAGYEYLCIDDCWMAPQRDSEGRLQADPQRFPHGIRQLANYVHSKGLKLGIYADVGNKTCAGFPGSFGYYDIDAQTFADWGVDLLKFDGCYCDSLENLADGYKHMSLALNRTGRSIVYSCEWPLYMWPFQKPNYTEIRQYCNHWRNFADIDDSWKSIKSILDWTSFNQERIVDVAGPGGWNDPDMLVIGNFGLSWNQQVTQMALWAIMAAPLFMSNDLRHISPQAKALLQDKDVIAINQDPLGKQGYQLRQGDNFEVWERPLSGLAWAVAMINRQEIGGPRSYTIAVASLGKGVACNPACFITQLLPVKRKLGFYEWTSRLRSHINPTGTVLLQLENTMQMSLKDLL
#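 Inhibition or activation of alpha-galactosidase in human spleen homogenate is scored by 4-MU fluorescence after 40 min at 37C, pH 5.0, with 1 mM substrate. AC50s come from concentration-response fitted to the Hill equation.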
# TRb-SRC2 inh: inhibitors of human thyroid hormone receptor beta-SRC2 interaction; P10828; Potency, µM (doses to about 106 µM), without a hit: at the highest dose activity change, negative = inhibition, usual class: inhibitors; 280,000 tested, 0.065% active; TRbeta-SRC2 peptide binding, fluorescence polarization; receptor liganded with 1 µM T3;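 further: potency means the concentration at half of the fitted maximal effect; plate controls were bound peptide for no effect and peptide without receptor for full effect; nearly all actives have a fitted effect of over 50% in size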
# Target sequence (P10828 whole entry, looked up): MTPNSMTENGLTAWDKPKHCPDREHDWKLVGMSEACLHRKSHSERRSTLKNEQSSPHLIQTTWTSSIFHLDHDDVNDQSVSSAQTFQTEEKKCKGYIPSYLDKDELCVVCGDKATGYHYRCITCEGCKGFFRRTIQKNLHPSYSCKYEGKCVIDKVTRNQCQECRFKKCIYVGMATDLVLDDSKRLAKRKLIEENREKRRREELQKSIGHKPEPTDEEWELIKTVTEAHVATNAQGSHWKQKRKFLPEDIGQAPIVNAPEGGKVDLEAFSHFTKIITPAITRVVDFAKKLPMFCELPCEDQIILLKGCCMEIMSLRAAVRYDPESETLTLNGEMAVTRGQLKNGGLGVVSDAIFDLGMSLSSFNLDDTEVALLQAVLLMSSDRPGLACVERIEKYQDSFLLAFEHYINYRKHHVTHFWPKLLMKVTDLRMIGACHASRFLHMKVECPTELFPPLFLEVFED
#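 Polarization signal, normalized between peptide-alone and full complex controls, measured compound effects on T3-liganded human TRb LBD (0.6 uM) binding 20 nM Texas Red SRC2 peptide after 5 hr.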
# TR SRC2 fluor cs: alters Texas Red total fluorescence, flagging assay interference; Potency, µM (highest dose often 106 µM), without a hit: at the highest dose fluorescence change, negative = quenching; 280,000 tested, 0.29% active; TRb/SRC2 Texas Red total fluorescence interference; active means well fitted curve in either direction with a large enough effect; inconclusive means small, poorly fitted or top-dose-only effect; further: potency means the concentration at half of the fitted maximal effect; on the % scale 0 is the no-effect control and ±100 the full control effect
#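 Flags fluorescent or light-absorbing compounds by total fluorescence, S + 2P, at 555 nm excitation and 632 nm emission. Mixture: 20 nM Texas Red SRC2 peptide, 0.6 uM human TRb LBD, 1 uM T3, 5% DMSO; compound exposure 5 h at ambient temperature.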
# Epigenetic derep: epigenetic control regulation, reporter derepression; 280,000 tested, 0.2% active; Potency, µM (top dose mostly 53.9 µM), for the others: top-dose GFP activation, actives largely listed as activators; murine LDR cells, GFP reporter derepression, 30 h; AID 1865; further: potency means the concentration at half of the fitted maximal effect; % of control where 0% means no effect; nearly all actives have a fitted effect of over 60% in size
#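 Readout is the number of GFP-expressing murine LDR cells, counted by cytometry following washing. Cells were treated with compound for 30 h at 37 C; the stably integrated CMV-GFP locus is normally silent.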
# Tau fibril FP: tau fibrillization inhibition (FP); Potency, µM (highest dose often 57.7 µM), for the others: at the top dose activity, negative = inhibition, actives largely listed as inhibitors; K18 P301L tau heparin fibrillization, Alexa594 FP, 6 h; AID 1468; 280,000 tested, 0.39% active; P10636; further: potency means the concentration at half of the fitted maximal effect; on the % scale 0 is the no-effect control and ±100 the full control effect; nearly all actives have a fitted effect of over 55% in size
# Target sequence (P10636 561-689 P618L limits assumed): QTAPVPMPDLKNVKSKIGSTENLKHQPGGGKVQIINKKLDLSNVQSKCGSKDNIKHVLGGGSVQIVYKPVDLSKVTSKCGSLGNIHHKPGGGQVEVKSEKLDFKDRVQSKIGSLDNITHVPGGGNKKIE
#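 Recombinant K18 P301L […], labeled with Alexa 594 at 0.24 uM over 15 uM unlabeled; heparin inducer 20 uM final; 37 C, 6 hr; FP endpoint.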
# CBFb RUNX1 block: inhibitors of human CBF-beta and RUNX1 interaction; Q01196+Q13951; AlphaScreen CBFb-His/RUNX1-biotin binding, biochemical; Potency, µM (top dose mostly 59.8 µM), inactives show at the highest dose activity, negative = inhibition, usual class: inhibitors; 230,000 tested, under 10 active; further: % of control where 0% means no effect
#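 Inhibition was taken as any reduction in AlphaScreen signal from the CBF-beta–RUNX1 pair (His and biotin tags, 30 nM each), measured after compound (15 min) and bead (90 min) incubations at room temperature.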
# Tau fluor counter: counter-screen for tau fibril formation inhibitors | Potency, µM (highest dose often 57.7 µM), for inactives: top-dose activity change, negative = decrease | tau K18 P301L Alexa594 fluorescence, heparin fibrillization | 280,000 tested, 0.93% active; further: potency means the concentration at half of the fitted maximal effect; on the % scale 0 is the no-effect control and ±100 the full control effect; nearly all actives have a fitted effect of over 55% in size
#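 Human tau K18 P301L (15 uM unlabeled, 0.24 uM Alexa 594-labeled) in 100 mM sodium acetate pH 7 with 20 uM heparin, 6 hr at 37 C. ThT 30 uM added, 1 hr ambient; Alexa 594 FP and total fluorescence read at 555/632 nm.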
# Active calls of the source: *; u = inconclusive; x = no result given; & = joins results of further samples; [ ] = remark or other dose. Unless noted, the call rests on the fitted dose curve; in most records, active means well fitted curve in the direction sought with a large enough effect; inconclusive means small, poorly fitted or top-dose-only effect, or another doubt; inactive means no such curve, though single readings can be large; an effect the other way counts as inactive or inconclusive. Only part of the results is shown; count on the stated rates, not on these rows.
no.	molecule	NPSR antag	aGal spleen mod	TRb-SRC2 inh	TR SRC2 fluor cs	Epigenetic derep	Tau fibril FP	CBFb RUNX1 block	Tau fluor counter
1	CCCn1c(=O)c2[nH]c(C3CCCC3)nc2n(CCC)c1=O	-19.6%	-9.0%&3.3%&-0.1%&-1.1%&4.1%	0.7%&0.7%&-6.9%&-4.0%&1.8%	-1.2%&-0.7%&-1.2%&1.0%&-0.4%	8.0%&3.5%&1.9%&-1.4%&-2.7%	-7.3%&0.5%&-3.0%&-1.8%&-8.8%	13.0%	-8.0%&-4.8%&-1.8%&2.0%&-9.7%
2	CCc1ccc(NS(=O)(=O)c2ccc(NC(=O)N3CCCC3)cc2)cc1	x	x	-4.8%	-3.0%	0.0%	u	x	-16.3%
3	COc1c2ccoc2c(OC[C@@H](O)C(C)(C)OC)c2oc(=O)ccc12	16.5%	-1.1%	-3.3%	-2.7%	2.5%	-1.4%	-3.1%[2.36 µM]	-8.4%
4	CCC(C)[C@H](NC(=O)Nc1ccccc1F)C(=O)O (stereo not given in full)	30.7%	2.6%	-0.1%	-1.4%	5.7%	-15.8%	3.4%	-14.0%
5	Cc1ccc(C)c(-n2nnnc2SCC(=O)c2c(N)n(C)c(=O)n(C)c2=O)c1	2.4%	1.9%	-2.3%	-3.8%	-1.1%	-0.7%	7.9%	-2.2%
6	c1ccc(CSc2nnc3ccc(-c4ccncc4)nn23)cc1	-3.3%	3.1%	2.4%	2.9%	-0.1%	-3.2%	4.8%	0.8%
7	CCC(=O)Nc1ccc(NC(=O)c2ccco2)cc1	-2.9%[46.1 µM]	6.8%	-2.3%	-2.0%	9.4%	5.0%	6.9%	-0.5%
8	Cc1ccc(NC(=O)COc2ccc3oc4c(c3c2)CCCC4)c(C)c1	x	x	15.1%	-3.2%	-1.3%	-2.9%	x	-4.4%
9	COC(=O)C(C)c1ccc(C(=O)c2cccs2)cc1 (stereo not given)	x	-5.8%	3.0%	-0.8%	-0.2%	-13.3%	15.4%	-19.1%
10	O=C(O)c1nn(-c2ccc(Cl)cc2)ccc1=O	-2.5%[46.1 µM]	5.1%	-14.4%	0.7%	0.9%	6.5%	5.6%	8.7%
11	COc1cc2ncnc(NCc3ccc(C)cc3)c2cc1OC	-23.8%[46.1 µM]	-1.0%	-7.7%	-8.5%	-2.0%	-5.7%	16.1%	-14.5%
12	NC(=O)c1ccccc1NC(=O)Nc1cccc(Cl)c1	-1.1%[46.1 µM]	-3.4%	-1.6%	-9.8%	0.0%	-4.2%	12.9%	-9.2%
13	COC(=O)c1ccc2c(=O)n(-c3ccccc3)c(=S)[nH]c2c1	-13.6%	-2.1%	3.0%	0.5%	2.6%	-8.3%	-12.0%	-7.8%
14	COc1ccc(NC(=O)NCCCN2CCCC2=O)cc1	-12.0%[46.1 µM]	3.0%	0.0%	-1.6%	-0.2%	-8.5%	11.9%	-9.7%
15	C=CCc1cccc(CNc2c(C)n(C)n(-c3ccccc3)c2=O)c1O	u	-3.3%	0.9%	4.0%	-1.1%	9.3%	0.4%	-11.8%
16	Cc1ccc(S(=O)(=O)n2nc(OC(=O)C(C)(C)C)cc2N)cc1	3.8%[46.1 µM]	-0.2%	-9.4%	1.4%	1.9%	-10.3%	8.7%	-21.0%
17	Cc1cccc(NC(=O)CSCc2nc3c(nnn3Cc3ccc(F)cc3)c(=O)[nH]2)c1C	-5.7%	-2.1%	-5.0%	-0.5%	1.4%	3.1%	-11.2%	11.8%
18	COc1cccc(CNC(=O)c2ccc(-c3nc(CS(=O)(=O)c4ccccc4)c(C)o3)cc2)c1	x	x	2.3%	-1.1%	-2.2%	-7.1%	x	-15.9%
19	O=C(Nc1ccc(N2CCOCC2)nc1N1CCOCC1)c1cccc(C(F)(F)F)c1	2.2%	10.0%	12.5%	-5.9%	-1.6%	19.5%	10.0%	-16.5%
20	Cc1ccc(S(=O)(=O)N(CC(=O)NN=C2CCN(C)CC2)c2ccc(C(C)C)cc2)cc1	0.2%	-0.9%	0.1%	2.0%	1.3%	-3.8%	1.6%	-9.2%

# New compounds follow
# Results follow in this order: NPSR antag | aGal spleen mod | TRb-SRC2 inh | TR SRC2 fluor cs | Epigenetic derep | Tau fibril FP | CBFb RUNX1 block | Tau fluor counter
21) COc1ccccc1CNC(=O)Cn1c(=O)oc2cc(S(=O)(=O)NCc3ccccc3)ccc21
  x | x | -2.5% | u | -1.1% | -7.0% | x | -15.0%
22) CCOC(=O)c1cc2occc2n1Cc1ccc(F)cc1
  -14.9%[46.1 µM] | -6.6% | -10.7% | 0.4% | -1.1% | u | 0.1% | -16.4%
23) N#Cc1ccccc1Cn1c(=O)n(CCCC(=O)NCc2ccccc2Cl)c(=O)c2ccccc21
  x | x | 1.5% | -1.4% | 6.2% | -1.1% | x | -2.6%
24) CCCCN1C(=O)c2ccc(C(=O)Nc3ccc(S(=O)(=O)N(C)C)cc3)cc2C1=O
  -16.3% | -1.5% | 6.0%[53 µM] | -2.4%[53 µM] | -1.3% | -16.1% | -5.8% | -29.9%
25) CCc1nn(CC(=O)NCCCc2ccccc2)c(=O)c2cc3cc(F)ccc3n12
  x | x | -1.3% | u | 1.4% | -9.5% | x | -0.5%
26) O=C(Nc1nnc(C2CCCCC2)s1)c1ccco1
  -11.2%[46.1 µM] | 10.8% | -14.7% | 1.5% | -0.2% | -1.6% | 5.6% | -13.4%
27) CCOc1c(O)ccc(C2NC(=O)NC(C)=C2C(=O)OC)c1[N+](=O)[O-] (stereo not given)
  4.8% | -7.4% | -5.3% | -5.7% | -1.2% | -12.6% | -23.2% | -15.2%
28) Cc1ccc(-c2nn3c(=O)cc(CN4CCN(C(=O)/C=C/c5ccccc5)CC4)nc3s2)cc1
  x | x | -6.5% | -0.1% | -0.5% | -4.6% | x | 0.6%
29) Cc1ccc(/C=N/NC(=O)C(NC(=O)c2ccccc2)c2n[nH]c(=O)c3ccccc23)cc1 (stereo not given)
  -28.9%[46.1 µM] | -13.1% | -16.4% | -2.6% | 3.9% | -0.2% | -4.3% | -24.7%
30) CC1CCN(CC(=O)Nc2ccccc2C(=O)c2ccccc2)CC1
  19.3% | -5.7% | -1.9% | -1.0% | 0.9% | 4.5% | 9.4% | -7.9%
31) O=c1nc(SCc2ccccc2Cl)nc(-c2ccc(Cl)cc2)[nH]1
  -47.2% | -2.2% | -6.1% | -4.6% | 0.0% | 4.4% | 4.6% | -11.6%
32) COc1ccc(CCNC(=O)Cc2ccc(NC(=O)N3CCSc4ncccc43)cc2)cc1OC
  x | x | 0.8% | -2.0% | 1.3% | -5.8% | x | 0.1%
33) CC(NC(=O)c1c(Cl)cnn1C)C1CCCO1 (stereo not given)
  32.8% | 6.5% | 1.6% | -1.3% | -2.4% | -7.3% | 4.1% | -6.9%
34) O=S(=O)(c1ccc(S(=O)(=O)N(Cc2ccc(F)cc2)C2CCCC2)cc1)N1CCCC1
  -14.9%[46.1 µM] | 3.4% | 3.1% | 0.6% | -0.2% | 2.7% | 12.3% | -13.8%
35) Cc1nc(-c2ccc(-c3ccon3)s2)no1
  5.8% | -5.8% | 4.1% | -1.1% | 2.4% | -3.7% | 14.8% | -8.2%
36) O=C1c2ccccc2CN1CCSC(=S)N1CCOCC1
  13.9% | -10.5% | -5.0% | 1.8% | -3.0% | -1.4% | 6.3% | 1.9%
37) CC1CCCN(C(=O)c2cc(N3C(=O)C4C5CCC(C5)C4C3=O)ccc2Cl)C1 (stereo not given)
  -11.7% | -14.5% | 3.7% | 0.3% | 2.7% | 2.2% | -0.3% | -6.0%
38) COc1ccc(-c2nnc(SCC(N)=O)n2N)cc1
  -10.3%[46.1 µM] | 4.6% | 2.4% | -0.1% | 2.2% | 0.4% | 7.3% | 0.3%
39) CCc1ccc(-c2cn(C3CCCCC3)c(=S)[nH]2)cc1
  -15.6% | -0.6% | 0.5% | -3.4% | -1.1% | 10.6% | u | -17.0%
40) O=C(Nc1nnc(SCc2ccccc2)s1)c1ccco1
  -1.1%[46.1 µM] | 1.3% | -17.9% | -1.7% | 0.0% | -10.1% | 6.1% | -14.5%
41) O=C(CSc1nc2ccccc2c(=O)n1-c1ccc(F)cc1F)c1c[nH]c2ccccc12
  -48.9% | -4.2% | 5.4% | 1.2% | 6.9% | 28.2µM* | -17.4% | u
42) COc1cccc(CNCc2c(C(=O)O)c(C)n(Cc3ccc(F)cc3Cl)c2C)c1OC
  x | x | 0.5% | -2.8% | 5.5% | 7.2% | x | -2.3%
43) O=C(O)CSc1nnc(-c2ccncc2)n1C1CCCCC1
  -3.5%[46.1 µM] | -0.5% | -8.6% | 2.8% | -1.0% | 5.0% | 1.6% | -1.7%
44) O=C(O)/C=C/C(=O)Nc1ccc(NC(=O)c2ccccc2)c(Cl)c1
  7.5% | -11.5% | 4.6% | 0.5% | -0.1% | 3.0% | 4.7% | 2.0%
